inhibitors of VEEV – inhibitors of VEEV TC-83 cytopathic effect, confirmation, Vero cells (AID 588727); inhibition, % at 20 µM; hits with a dose series show IC50 in µM; Vero cells, VEEV TC-83 cytopathic effect inhibition; higher % means a stronger effect; actives 0.13% (n = 350,000); in the data active = a potency from the dose series; inconclusive = inhibition mostly from about 14% at the one dose, without a potency; inactive = the rest, 99 in 100 with inhibition below about 12%; also: strong numbers were not always called active
H37Rv inhibition – M. tuberculosis growth inhibition, HTS (AID 449762); M. tuberculosis H37Rv growth inhibition, 7H9 media; higher % means a stronger effect; inhibition, % at 25 µM; hits with a dose series show IC50 in µM; actives 0.59% (n = 330,000); in the data active = a potency from the dose series; inconclusive = inhibition above about 70% without an active follow-up result;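 also: bacterial growth assessed after seven days of incubation; strong numbers were not always called active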
tuberculosis growth – growth inhibition of non-replicating M. tuberculosis (AID 488890); Mycobacterium tuberculosis non-replicating, growth inhibition; higher % means a stronger effect; inhibition, % at 25 µM, or IC50 in µM where a hit was titrated; actives 0.39% (n = 320,000); in the data active = a potency from the dose series; inconclusive = inhibition mostly from about 82% at the one dose, without a potency; inactive = the rest, 99 in 100 with inhibition below about 76%;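 also: plate controls were DMSO cells for no effect and high antibiotic wells for full effect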
PhoP GFP inhibition – PhoP regulon inhibitors, Salmonella typhi PhoP promoter GFP reporter, confirmatory (AID 1850) | Salmonella Typhi PhoP-promoter GFP reporter, fluorescence, 4 h; higher % means a stronger effect | actives 0.33% (n = 310,000) | inhibition, % at 50 µM; hits with a dose series show IC50 in µM; in the data active = a potency from the dose series; inconclusive = inhibition mostly from about 25% at the one dose, without a potency; inactive = the rest, 99 in 100 with inhibition below about 19%;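 also: 0% = induced wells with vehicle and 100% = uninduced wells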
H1N1 NS1A inhibition – NS1A inhibition, H1N1 influenza, cell based functional assay (AID 504329). inhibition, % at 12.5 µM, or IC50 in µM where a hit was titrated. actives 0.3% (n = 340,000). NS1A functional cell-based assay, percent inhibition; higher % means a stronger effect; in the data active = a potency from the dose series; inconclusive = inhibition above about 27% without an active follow-up result; also: strong numbers were not always called active
inhibitors of VEEV 10K pilot screen – second read-out of inhibitors of VEEV, no call of its own (marks repeat the call); inhibition, %; measured here: 10K pilot screen inhibition
An asterisk follows results filed as active; i = inactive; ? = inconclusive; nt = no result given.

SMILES	inhibitors of VEEV	H37Rv inhibition	tuberculosis growth	PhoP GFP inhibition	H1N1 NS1A inhibition	others
COCCNC(=O)c1cc(-c2cccc(OC)c2)on1	i	-1%	-6%	4%	18%
CCn1c(SCC(=O)Nc2nccs2)nnc1-c1cc2cccc(OC)c2o1	0.5%	nt	nt	nt	1%
COCCCNC(=O)c1cc2cc(Br)ccc2oc1=O	2.0%	-9%	52%	8%	3%
Cc1ccc(C(=O)NCN2CCN(c3ccccc3)CC2)cc1	1.0%	nt	nt	nt	-4%
O=C(NC1CCCCC1)C(c1ccco1)N(C(=O)c1csnn1)c1ccccc1 (configuration not stated)	i	-5%	-3%	2%	-2%
O=C(Nc1nnc(COc2ccc(F)cc2)s1)Nc1ccccc1F	0.9%	2%	-11%	0%	nt
O=C(COc1ccc(Br)cc1)Nc1nnc(C2CC2)s1	2.5%	7%	60%	nt	-2%
CN(C)CCN(C(=O)c1ccc(N2C(=O)CCC2=O)cc1)c1nc2cc3c(cc2s1)OCO3	i	-7%	-5%	7%	2%
Cc1ccc(OCC(=O)Nc2ccc(C(=O)O)cc2NC(=O)COc2ccc(C)c(C)c2)cc1C	4.8%	-5%	6%	-4%	-7%
Cc1ccc(C(=O)N/C(=C/c2cccs2)C(=O)NCCc2c[nH]c3ccccc23)cc1	6.8%	5%	15%	-4%	0%
CN(C(=O)c1cc2n(n1)C(C(F)(F)F)CC(c1ccco1)N2)c1ccccc1 (configuration not stated)	1.3%	12%	20%	1%	1%
COc1ccccc1-n1c(SCC(N)=O)nc2c(c1=O)SCC2	2.9%	-4%	nt	nt	10%
CCCCCCCC1c2c(c(C)c(C)oc2=O)Oc2c(C)c(C)oc(=O)c21	0.1%	0%	7%	nt	0%
O=[N+]([O-])c1ccc(-c2nnc(S)n2-c2ccccc2)cc1	nt	0%	-9%	-3%	nt
N#CCCN(NC(=O)OCc1ccccc1)C(=O)OCc1ccccc1	6.7%	nt	nt	nt	5%
CC(=O)c1ccc(CCCC(=O)O)cc1	i	-6%	-2%	-13%	5%
Cc1ccc(Oc2ccccc2NC(=O)CN2C(=O)NC3(CCCC3)C2=O)cc1	2.3%	-4%	8%	1%	8%
CC1CSc2nc3sc4c(c3c(=O)n21)CCCC4 (configuration not stated)	1.9%	6%	10%	-5%	8%
Cc1ccnn1-c1ccc(C(=O)NCC(c2ccco2)N2CCCC2)cc1 (configuration not stated)	1.6%	1%	12%	nt	2%
COc1nc(NCC(C)C)nc(Oc2ccc(OCc3ccccc3)nn2)n1	?	3%	14%	-7%	0%
COc1ccc(/C=C/C(=O)N2CCCc3ccccc32)c(OC)c1	12%	17%	56%	4%	-5%
CC1=CC(c2ccc(Cl)cc2)n2nc(N3C(=O)CCC3=O)nc2N1 (configuration not stated)	i	-2%	-20%	-1%	8%
Cc1ccc(N2C(=O)N(CC(=O)Nc3cccc(Cl)c3)C(=O)C2C)cc1 (configuration not stated)	2.0%	19%	-5%	-1%	-5%
Cc1cc(C)n(-c2ccc(C(=O)C(C#N)c3nc4ccccc4n3C)cc2)n1 (configuration not stated)	0.5%	-4%	-12%	-4%	25%
COc1ccc(S(=O)(=O)N2CCCC2)c(C)c1C	i	-17%	0%	-1%	3%
COc1ccc(C)cc1NC(=O)n1ncc2cc(Cl)ccc21	i	6%	6%	5%	-3%
O=C(O)CCc1ccc(-c2ccc(Cl)cc2)n1CC(=O)O	1.4%	-2%	0%	-9%	0%
CCN(c1cccc(C)c1)S(=O)(=O)c1ccc(-n2cccn2)cc1	2.5%	5%	43%	0%	-2%
O=C(NC1CC1)c1ccc(CSCc2cccc(F)c2)o1	0.6%	-7%	nt	-6%	0%
COCCN1CCn2c(nc3cc(NC(=O)c4cccs4)ccc32)C1	0.4%	3%	-4%	4%	14%
N#CC1(NC(=O)COC(=O)c2ccc(Cl)nc2)CCCCC1	0.8%	-1%	5%	9%	-1%
O=[N+]([O-])c1cccc(-c2noc(-c3ccco3)n2)c1	0.4%	6%	18%	-8%	4%
CCCc1cc(=O)oc2cc(C)cc(OCC(=O)NCc3cccnc3)c12	1.1%	2%	10%	6%	-2%
C=CCn1c(N)c(C(=O)NCc2ccco2)sc1=S	1.2%	1%	4%	8%	-2%
CCOC(=O)c1c(NC(=O)c2cc3n(n2)C(C(F)(F)F)CC(c2ccccc2)N3)sc(C)c1C (configuration not stated)	0.1%	-4%	-8%	-28%	18%
Cc1ccc2c(c1)C1(C(=O)N2C)N2CC3(C)CN1CC(C)(C2)C3=O (configuration not stated)	i	-3%	12%	10%	9%
NC[C@@]12CCCC1C1CCC2C1 (some centres not stated)	nt	1%	0%	6%	nt
Cc1cc(C(=O)COC(=O)Cc2n[nH]c(=O)c3ccccc23)c(C)n1-c1cccc(C(F)(F)F)c1	1.8%	70%	62%	-7%	-7%
COc1ccc(CNCC(O)COCc2cccs2)cc1 (configuration not stated)	i	-2%	5%	-10%	23%
O=C(CSCc1ccccc1)Nc1ccc(F)cc1F	i	?	?	10%	-7%

Part of the list above in order of number of heavy atoms, highest first:
SMILES	inhibitors of VEEV	H37Rv inhibition	tuberculosis growth	PhoP GFP inhibition	H1N1 NS1A inhibition	others
CN(C(=O)c1cc2n(n1)C(C(F)(F)F)CC(c1ccco1)N2)c1ccccc1 (configuration not stated)	1.3%	12%	20%	1%	1%
CCN(c1cccc(C)c1)S(=O)(=O)c1ccc(-n2cccn2)cc1	2.5%	5%	43%	0%	-2%
O=[N+]([O-])c1ccc(-c2nnc(S)n2-c2ccccc2)cc1	nt	0%	-9%	-3%	nt

The list goes on:
SMILES	inhibitors of VEEV	H37Rv inhibition	tuberculosis growth	PhoP GFP inhibition	H1N1 NS1A inhibition	others
COc1cc(-n2c(-c3ccccc3)n[nH]c2=S)c(OC)cc1Cl	2.3%	4%	-40%	2%	2%
Nc1nonc1-n1nnc(C(=O)N/N=C/c2ccc(OCc3ccccc3)cc2)c1COc1ccc(F)cc1	0.2%	9%	8%	-7%	-5%
Cc1ccc(C(=O)CN(C(=O)c2ccc(Cl)c(Cl)c2)N2C(=O)C3CCCCC3C2=O)cc1 (configuration not stated)	i	1%	-7%	0%	-4%
COc1ccc(-c2cc(=O)c3c(OC)c(OC)c(OC)c(OC)c3o2)cc1	6.3%	nt	nt	nt	4%
COC(=O)c1sccc1NC(=O)c1csc2c1CCCC2	i	38%	14%	-11%	3%
O=C(Nc1ccc(-c2nnc(-c3ccccc3)o2)cc1)c1ccc(Br)o1	i	-1%	15%	-9%	3%
COc1cccc(/C=N/NC(=S)NC2CC3CCC2C3)c1OC (configuration not stated)	1.8%	5%	-5%	-14%	-11%
CC(=O)c1sc(NC(=O)C2CCN(C(=O)c3ccc(F)cc3)CC2)nc1-c1ccccc1	9.0%	?	24%	4%	-2%
Nc1c(-c2ccccc2)cnc2cc(-c3ccccc3)nn12	0.7%	nt	nt	nt	-10%
CC1=Nc2ccccc2N=C(NC(=O)c2ccccc2)C1c1ccccc1 (configuration not stated)	6.6%	-4%	2%	6%	-1%
COC(=O)[C@]1(C)N[C@H](CN(C)S(=O)(=O)c2ccc(C)cc2)[C@@H]2C(=O)N(C)C(=O)[C@@H]21	2.0%	-3%	-13%	nt	-7%
CC1(C)Cc2c(ccc3ccccc23)C(=O)N1	8.7%	-1%	14%	-10%	-6%
CC(=O)NC(CC(=O)N(Cc1ccccc1)c1cccc(C)c1)c1ccccc1 (configuration not stated)	5.5%	-8%	43%	-8%	1%
CC(C)(C)NC(=S)NNC(=O)c1ccc2ncccc2c1	2.4%	-4%	-4%	3%	1%
C/C(=N\NC(=O)CN1CCN(S(=O)(=O)c2ccc(C)cc2)CC1)c1ccc(O)cc1	0.3%	6%	4%	-1%	-10%
CCOc1ccccc1CN1CCNC(=O)C1CC(=O)NCc1nccn1CC (configuration not stated)	1.4%	-2%	13%	-3%	-4%
O=S1(=O)CCN(Cc2ccccc2Cl)CC1	0.2%	-12%	-10%	-3%	0%
Cc1ccc(C)c(OCc2nnc(NC(=O)c3ccc4c(c3)OCO4)s2)c1	2.4%	-1%	nt	-2%	20%
COc1cc(C(=O)NC2CCN(C)CC2)ccc1Nc1ncc2c(n1)N(C1CCCC1)CCC(=O)N2C(C)C	5.8%	nt	nt	nt	14%
CCCn1c(NCc2cccs2)nc2ccccc21	0.8%	0%	15%	7%	0%
O=C(CN(C(=O)c1nsc(Cl)c1Cl)c1ccc(F)cc1)NC1CCCC1	1.5%	-2%	0%	-2%	5%
Cc1ccc(C)c(NC(=O)CN(C)C(=O)c2oc3c(Cl)cccc3c2C)c1	12%	-6%	17%	-4%	2%
Cc1cc(-c2nsc(=O)o2)c(S(C)(=O)=O)s1	i	-11%	17%	-2%	4%
CCN(CC)C(=O)c1n[nH]c(=O)c2ccccc12	1.7%	-9%	-10%	-3%	-3%
CC(C)(C)C(=O)Nc1cc2nn(-c3ccccc3)nc2cc1Cl	6.5%	nt	nt	-6%	6%
CSc1ccccc1NC(=O)CN1C(=O)C2CC=CCC2C1=O (configuration not stated)	1.2%	nt	nt	nt	-4%
CN(C(=O)c1ccco1)c1nc(CC(=O)Nc2ccccc2)cs1	0.1%	1%	14%	-1%	-1%
COc1ccccc1NC(=O)C1CCN(S(=O)(=O)c2ccc3c(c2)CC(C)N3C(C)=O)CC1 (configuration not stated)	0.6%	-1%	4%	10%	6%
Cn1c(SCc2ccc(C#N)cc2)nnc1-c1cccc(Cl)c1	4.4%	-6%	27%	3%	-10%
Cc1cc(NC(=O)CSc2nnc(Cc3ccccc3)o2)no1	0.6%	4%	1%	-9%	-2%

Looked up one by one from the list above:
SMILES	inhibitors of VEEV	H37Rv inhibition	tuberculosis growth	PhoP GFP inhibition	H1N1 NS1A inhibition	others
Cn1c(SCc2ccc(C#N)cc2)nnc1-c1cccc(Cl)c1	4.4%	-6%	27%	3%	-10%
CCN(CC)C(=O)c1n[nH]c(=O)c2ccccc12	1.7%	-9%	-10%	-3%	-3%
Cc1ccc(C)c(NC(=O)CN(C)C(=O)c2oc3c(Cl)cccc3c2C)c1	12%	-6%	17%	-4%	2%
CSc1ccccc1NC(=O)CN1C(=O)C2CC=CCC2C1=O (configuration not stated)	1.2%	nt	nt	nt	-4%

Carrying on:
SMILES	inhibitors of VEEV	H37Rv inhibition	tuberculosis growth	PhoP GFP inhibition	H1N1 NS1A inhibition	others
COC(=O)c1c(NC(=O)CSc2nnnn2-c2ccccc2)sc2c1CCCC2	5.1%	7%	2%	1%	2%
C/C(=C\c1ccccc1)C(=O)n1nnc2ccccc21	0.3%	-6%	-2%	5%	16%
O=C(Cc1cccc(C(F)(F)F)c1)N1CCN(CC(=O)N2CCCC2)CC1	i	-2%	22%	nt	-2%
CCC1=C(OC(=O)N(CC)CC)N2C(=O)OC(=NCC(=O)OC)[C@]2(Cc2ccccc2)[C@H]2C1=CC[C@H]1C(=O)N(C)C(=O)[C@H]12	6.0%	0%	-3%	-1%	-8%
CCCSc1nc2ccsc2c(=O)n1CC	0.1%	14%	5%	0%	5%
C=CCOc1c(Br)cc(/C=C2/NC(=S)N(C(C)=O)C2=O)cc1OC	0.2%	11%	-4%	-8%	2%	inhibitors of VEEV 10K pilot screen=0.5
COC(C(=O)Nc1ccnn1C1CCN(Cc2ccc(C)s2)CC1)c1ccccc1 (configuration not stated)	3.1%	-1%	17%	-9%	2%
Cc1ccc(/C=C2\SC(=S)N(Cc3ccccc3)C2=O)o1	i	-2%	-17%	18%	11%
c1ccc(Cn2cc(CNc3ccccc3)nn2)cc1	i	-2%	5%	-5%	-12%
O=C(COc1ccc(F)cc1Cl)N(Cc1nnc(-c2ccccc2Cl)o1)C1CC1	7.8%	6%	16%	0%	-1%
O=C(OCc1cnc(Cl)s1)c1cccc(Cl)c1Cl	1.4%	-2%	55%	-26%	2%
Cc1cc(C(=O)O)c(=O)[nH]c1C	0.7%	-2%	?	-5%	-2%
COc1ccc(S(=O)(=O)NCC(c2ccc3c(c2)OCO3)N2CCOCC2)cc1C (configuration not stated)	1.9%	6%	12%	4%	-3%
COc1cc(OC)cc(C(=O)NCC(=O)OC2CCOC2=O)c1 (configuration not stated)	4.8%	-2%	-15%	-3%	9%
Cc1ccc(S(=O)(=O)CCC(=O)Nc2cccc(S(=O)(=O)N3CCCCCC3)c2)cc1	5.5%	0%	28%	nt	0%
Cc1ccc2[nH]c(=O)c(C(c3nnnn3C3CCCC3)N3CCCc4ccccc43)cc2c1 (configuration not stated)	i	49%	47%	-7%	14%
O=C(/C=C/c1ccco1)NCC1(c2ccccc2)CCCC1	6.0%	-2%	62%	-1%	-3%
Brc1cccc(C=Nc2cccc3ncccc23)c1	1.2%	0%	6%	-1%	19%
Cc1ccc(CS(=O)(=O)CCC(=O)NCc2ccc3c(c2)OCO3)cc1	i	-5%	-1%	-6%	-7%

Source: PubChem (Southern Research Specialized Biocontainment Screening Center)
